Source: PubChem BioAssay
VLA-4 inh: inhibition in a human VLA-4 binding assay; inhibition, % (about 7 µM as worked out from the volumes in the protocol); VLA-4 expressing cells, ligand binding flow cytometry; P13612; hit rate 0.2% among 330,000; in the data active = inhibition above about 50%
Target sequence (P13612 whole entry, looked up): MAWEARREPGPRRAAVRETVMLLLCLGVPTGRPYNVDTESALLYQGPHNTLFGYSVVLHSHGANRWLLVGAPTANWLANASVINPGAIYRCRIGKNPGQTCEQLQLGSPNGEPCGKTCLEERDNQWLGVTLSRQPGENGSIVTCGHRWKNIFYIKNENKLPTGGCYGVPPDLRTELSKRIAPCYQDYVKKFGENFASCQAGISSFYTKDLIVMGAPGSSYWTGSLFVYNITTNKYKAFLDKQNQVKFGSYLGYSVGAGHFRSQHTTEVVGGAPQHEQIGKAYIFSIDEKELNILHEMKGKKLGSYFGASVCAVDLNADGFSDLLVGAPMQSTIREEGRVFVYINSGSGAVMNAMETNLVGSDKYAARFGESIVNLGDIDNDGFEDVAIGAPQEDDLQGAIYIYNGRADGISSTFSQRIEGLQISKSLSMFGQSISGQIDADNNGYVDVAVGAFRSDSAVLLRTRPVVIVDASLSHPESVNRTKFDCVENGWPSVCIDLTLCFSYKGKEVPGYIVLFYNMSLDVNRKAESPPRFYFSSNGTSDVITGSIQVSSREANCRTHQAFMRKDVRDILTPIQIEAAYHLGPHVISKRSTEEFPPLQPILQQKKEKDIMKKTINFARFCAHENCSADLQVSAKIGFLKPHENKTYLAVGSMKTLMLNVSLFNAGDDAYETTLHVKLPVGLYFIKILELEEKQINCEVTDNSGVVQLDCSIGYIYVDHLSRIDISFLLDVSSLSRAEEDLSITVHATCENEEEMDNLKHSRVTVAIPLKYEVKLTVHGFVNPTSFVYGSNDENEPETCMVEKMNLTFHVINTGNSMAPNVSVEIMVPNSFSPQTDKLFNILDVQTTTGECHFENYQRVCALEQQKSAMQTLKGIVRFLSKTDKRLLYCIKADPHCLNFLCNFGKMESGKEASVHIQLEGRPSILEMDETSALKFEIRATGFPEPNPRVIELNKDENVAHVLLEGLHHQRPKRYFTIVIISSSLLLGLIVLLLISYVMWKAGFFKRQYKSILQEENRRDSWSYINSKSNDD
AGP1 TOR yeast: alters AGP1-GFP fluorescence in TOR pathway yeast screen; S. cerevisiae AGP1-GFP multiplex flow cytometry, 3 h; GFP as percent of DMSO wells; GFP response vs DMSO, % at 10 µM; hit rate 0.02% among 320,000;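 active = GFP response relative to DMSO above a set limit, near screen average plus 3 SD, cut at about 150% in these data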;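 note: median GFP channel fluorescence of the gated AGP1 strain per well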
Yeast superoxide: caloric restriction mimetics inhibiting age-related superoxide in yeast; S. cerevisiae aged cells, superoxide DHE fluorescence; hits give low values; superoxide response (% of plate mean), % at 10 µM; hit rate 0.18% among 330,000; AID 2690;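 active = superoxide response under a set limit, about three screen SD below normal, cut at about 65% in these data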;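 note: yeast aged for seven days with compound at 30 °C before DHE staining; 100% = average MFI of all compound-treated wells on the plate with controls excluded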
RPL19A-GFP yeast: yeast TOR pathway RPL19A-GFP modulation | percent response vs DMSO, % at 10 µM | AID 2025 | S. cerevisiae RPL19A-GFP strain, flow cytometry, 3 h; hits give low values | hit rate 0.3% among 330,000;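 active = percent response vs DMSO below 50%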;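 note: median channel GFP fluorescence of the barcoded RPL19A-GFP strain; ratio of sample median GFP to plate DMSO average so 100% = DMSO; lower means less RPL19A-GFP as with rapamycin TOR inhibition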
GRK2 aptamer HTS: blocks RNA aptamer binding to human GRK2 | P25098 | bead flow cytometry, FAM-aptamer displacement from GRK2 | inhibition of aptamer binding, % at 10 µM | hit rate 0.59% among 330,000 | AID 488847;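 active = inhibition of aptamer binding above 40%, roughly 3 SD of noise, on plates passing a quality check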;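 note: median bead fluorescence of bound FAM aptamer so fluorescent compounds give negative values; no value below 0 was filed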
LAP4-GFP MLPCN: modulators of TOR pathway LAP4-GFP in S. cerevisiae; S. cerevisiae LAP4-GFP multiplex, flow cytometry GFP, 3 h; median GFP as percent of DMSO wells; GFP response vs DMSO, % at 10 µM; hit rate 0.34% among 320,000; AID 2023;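 active = GFP response vs DMSO above a set limit, about the screen mean plus 3 SD, cut at about 150% in these data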
MEP2-GFP yeast: alters MEP2-GFP fluorescence in TOR pathway yeast screen. S. cerevisiae MEP2-GFP strain, flow cytometry GFP, 3 h; 100% = DMSO control level. GFP response vs DMSO, % at 10 µM. hit rate 0.51% among 330,000. AID 2016;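 active = GFP response versus DMSO above a set limit, roughly screen mean plus 3 SD, cut at about 180% in these data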;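 note: median GFP fluorescence of the barcode-gated MEP2-GFP cells per well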
CIT2-GFP yeast: modulators of TOR pathway CIT2-GFP in S. cerevisiae. S. cerevisiae CIT2-GFP strain, flow cytometry, 3 h; 100 means same as DMSO wells. GFP response vs DMSO, % at 10 µM. hit rate 0.065% among 320,000. AID 2029;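 active = GFP response relative to DMSO above a set limit, near the screen mean plus 3 SD, cut at about 150% in these data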;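 note: ratio of well median GFP fluorescence to mean of DMSO wells on the plate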
The depositor's hits bear a star; nt = not tested or not shown.

SMILES | VLA-4 inh | AGP1 TOR yeast | Yeast superoxide | RPL19A-GFP yeast | GRK2 aptamer HTS | LAP4-GFP MLPCN | MEP2-GFP yeast | CIT2-GFP yeast
O=C(NC12CC3CC(CC(C3)C1)C2)c1cccc([N+](=O)[O-])c1 | 17 | 93 | 85 | 99 | 0 | 105 | 104 | 93
Cc1cc(CN2CCCC(CO)(Cc3cccc(Cl)c3)C2)n[nH]1 (stereo not drawn) | 2 | 100 | 119 | 101 | 0 | 100 | 109 | 102
CCCCn1c(N)c(N(CCOC)C(=O)c2cccc(S(=O)(=O)N(CC)c3ccccc3)c2)c(=O)[nH]c1=O | 3 | 108 | 85 | 98 | 1 | 103 | 95 | 105
Cc1ccc(NC(=O)OC(C)CNC(=O)Oc2cccc(C)c2)cc1 (stereo not drawn) | 6 | 96 | 89 | 100 | 0 | 121 | 99 | 91
COc1cccc(/C=C2/SC(=S)N(CCCC(=O)Nc3ccc(O)cc3)C2=O)c1 | 7 | 99 | 96 | 103 | 0 | 101 | 96 | 103
COc1ccc(C(=O)c2c[nH]c(C(=O)NCc3cccnc3)c2)cc1 | 8 | 96 | 100 | 93 | 0 | 95 | 93 | 96
O=C(COc1ccc(Cl)cc1)OCC(=O)N1CCCCCC1 | 9 | 93 | 106 | 92 | 0 | 89 | 94 | 95
Cc1ccc(NC(=O)CSc2n[nH]c(=O)n2C2CC2)cc1S(=O)(=O)N1CCOCC1 | 2 | 99 | 90 | 98 | nt | 93 | 97 | 100
COc1ccc(NC2CCCN(C(=O)CCN3Cc4ccccc4C3=O)C2)cc1 (stereo not drawn) | 10 | 109 | 139 | 103 | 2 | 104 | 101 | 105
COc1cc2c(cc1OC)C(=O)N(C)CC2 | -19 | 109 | 87 | 104 | 0 | 105 | 109 | 110
CC(=O)Oc1ccc(C(=O)Cc2ccc3ccccc3n2)c(O)c1C | -16 | 102 | 117 | 106 | 1 | 93 | 108 | 107
Cc1ccc(NC(=O)C2CCCN(C(=O)c3ccc(Cl)cc3)C2)cc1S(=O)(=O)N1CCOCC1 (stereo not drawn) | 2 | 104 | 95 | 97 | 0 | 100 | 95 | 95
COC(=O)c1ccc(NC(=O)C2C3C=CC(O3)C2C(=O)O)cc1 (stereo not drawn) | 0 | 98 | 105 | 98 | 0 | 101 | 96 | 94
O=C(CNC1CCCCC1)NN=C(c1ccccc1)c1ccccc1 | -5 | 32 | 107 | 106 | 0 | 105 | 108 | 80
Cc1ccc(S(=O)(=O)NCCC(=O)NC2CCCCC2C)cc1 (stereo not drawn) | -3 | 103 | 136 | 95 | 2 | 102 | 99 | 96
CCOC(=O)N1CCN(CC(=O)N2c3ccccc3CCc3ccccc32)CC1 | -9 | 84 | 97 | 91 | 1 | 85 | 80 | 81
CC(C)(C)c1ccc(N2C(=N)SCC2=O)cc1 | 14 | 108 | 101 | 102 | 34 | 106 | 99 | 102
Cc1cccc(OCC(=O)NNC(=O)Cn2c(=O)cnc3ccccc32)c1 | 17 | 106 | 108 | 103 | 0 | 105 | 103 | 105
Cc1ccc(C(=O)OCC(=O)c2ccc[nH]2)s1 | 5 | 98 | 95 | 98 | 0 | 105 | 97 | 92
CCC/S(C)=N/S(=O)(=O)c1ccc(C)cc1 (stereo not drawn) | 16 | 96 | 81 | 100 | 1 | 89 | 101 | 99
Cc1cc(=O)n2c(C)n[nH]c2n1 | 5 | 101 | 78 | 95 | 2 | 96 | 98 | 104
O=C(OCc1nnc(-c2ccccc2)o1)c1ccccc1 | 18 | 90 | 107 | 98 | 0 | 118 | 102 | 88
Cc1ccccc1/C=N/NC(=O)Cc1ccc(Cl)cc1 | -6 | 100 | 100 | 96 | 0 | 100 | 94 | 94
COc1ccc(C(=O)NCc2csc(C(C)C)n2)cc1OC1CCN(C(C)=O)CC1 | 19 | 96 | 91 | 109 | 1 | 83 | 104 | nt
COc1ccccc1CNC(=O)C(NS(=O)(=O)c1cccc2nsnc12)C(C)C (stereo not drawn) | 13 | 102 | 105 | 104 | 9 | 107 | 115 | 105
CC(=O)N(C)c1ccc(NC(=O)C(Sc2ccccc2)c2ccccc2)cc1 (stereo not drawn) | 3 | 96 | 110 | 98 | 0 | 100 | 103 | 97
Cc1cc(=O)[nH]c(N/N=C/c2sccc2C)n1 | nt | 105 | 100 | 104 | 0 | 100 | 107 | 101
Cn1nc(C(F)(F)F)c(/C=N/OCc2c(Cl)cccc2Cl)c1Cl | -17 | 97 | 103 | 100 | 0 | 96 | 101 | nt
O=c1ccc(/C=C/c2ccccc2)nn1Cc1ccccc1Cl | 10 | 96 | 79 | 97 | 0 | 104 | 113 | 99
CCCCc1ccc(C(=O)NC(C(=O)O)C(C)C)cc1 (stereo not drawn) | 6 | 78 | 102 | 81 | 0 | 76 | 83 | 82
O=C(Cn1c(NCCO)nc2ccccc21)NCC(F)(F)F | 12 | 108 | 84 | 96 | 0 | 106 | 102 | 98
COc1ccc(NC(=O)c2cc(-c3ccccc3Cl)no2)cc1 | 1 | 86 | 87 | 93 | 0 | 90 | 95 | 92
O=C(Cc1ccccc1)Oc1coc(CSc2ncccn2)cc1=O | 1 | 108 | 87 | 90 | 3 | 123 | 99 | 109
Cc1ccc(O)c(C(=O)c2cnc3c(c2)c(C)nn3C)c1 | -20 | 98 | 101 | 103 | 1 | 122 | 104 | 93
CC(=O)c1c(C)n(-c2ccc(N(C)C)cc2)c2ccc(OCC(N)=O)cc12 | 6 | 94 | 109 | 96 | 1 | nt | 89 | 95
Cc1ccc(C(=O)N2CCN(c3cc4c(cc3[N+](=O)[O-])n(C)c(=O)n4C)CC2)cc1 | 27 | 96 | 112 | 93 | 0 | 92 | 93 | 90
Cc1ccccc1NC(=O)NCCc1nc2ccccc2[nH]1 | 3 | 99 | 98 | 96 | 2 | 96 | 107 | 104
Cc1cccc(CN2CCN(CCCc3ccccc3)CC2)c1 | -2 | 91 | 77 | 86 | 0 | 85 | 84 | 88
COc1ccccc1CCC(=O)OCC(=O)Nc1ccc(S(N)(=O)=O)cc1 | -6 | 102 | 96 | 97 | 1 | 104 | 104 | 105
CCC1CCC(c2nnc(-c3ccc([N+](=O)[O-])cc3)o2)CC1 (stereo not drawn) | 8 | 92 | 105 | 100 | 2 | 85 | 96 | 99
O=C(N/N=C/c1ccoc1)c1ccccc1Br | 6 | 82 | 92 | 112 | 11 | 72 | 102 | 76
Cc1nc(C)c(C(=O)Nc2cccc(Cl)c2)o1 | 1 | 103 | 93 | 104 | 0 | 107 | 104 | 110
CC12CCC(=O)N1C(C(=O)NCc1ccccc1F)CS2 (stereo not drawn) | 0 | 114 | 98 | 107 | 3 | 107 | 106 | 107
CCc1ccc(NC(=O)c2cc(C)no2)cc1 | 32 | 100 | 102 | 100 | 2 | 100 | 106 | 92
O=c1cnc2cc([N+](=O)[O-])ccc2[nH]1 | 2 | 95 | 111 | 102 | 0 | 79 | 101 | 102
Cc1cccc(NC(=O)NNC(=O)c2cc3occc3[nH]2)c1C | 1 | 90 | 107 | 98 | 0 | 97 | 93 | 93
COC(=O)c1ccc(/C=C/c2c(-c3ccsc3)sc3ccccc23)cc1 | 7 | 80 | 114 | 93 | 0 | 109 | 89 | 67
CC(Oc1ccc2c(-c3ccccc3)cc(=O)oc2c1)C(=O)O (stereo not drawn) | 6 | 98 | 94 | 94 | 1 | 95 | 94 | 98
CCOc1ccc(N(CC(=O)NCCc2ccc(OC)cc2)S(C)(=O)=O)cc1 | -1 | 105 | 98 | 109 | 0 | 104 | 99 | 105
COc1ccc(C)c2sc(NC(=O)C3=COCCO3)nc12 | -11 | 96 | 88 | 99 | 0 | 113 | 84 | 115
Cn1ncc(C#N)c1NC(=O)C1CC(c2ccccc2Cl)=NO1 (stereo not drawn) | 3 | 96 | 44* | 92 | 0 | 98 | 98 | 96
CC(C)(C)c1ccc(CN(Cc2ccccc2)C(c2ccccn2)c2nnnn2C(C)(C)C)cc1 (stereo not drawn) | -6 | 91 | 110 | 96 | 0 | 89 | 93 | 92
O=C(C[n+]1ccccc1)Nc1c(Cl)cc(Cl)cc1Cl | -5 | 99 | 109 | 94 | 2 | 92 | 98 | 90
COc1cccc(CNS(=O)(=O)c2c(C)[nH]c(C)c2C(=O)N2CCCCC2)c1 | 2 | 105 | 106 | 103 | 0 | 106 | 102 | 110
O=C(Cn1c(=O)oc2ccccc21)c1ccccc1 | -3 | 86 | 110 | 91 | 3 | 79 | 76 | 76
COc1cccc2[nH]c3c(N4CCN(Cc5ccc6c(c5)OCO6)CC4)ncnc3c12 | 3 | 109 | 105 | 105 | 0 | 102 | 109 | 107
O=C(NCCc1ccccc1)C(=O)NCC1OCCN1S(=O)(=O)c1ccc2c(c1)OCCO2 (stereo not drawn) | 7 | 93 | 108 | 100 | 0 | 91 | 99 | 93
Cc1ccc(S(=O)(=O)N(CCC(=O)O)c2ccccc2)cc1 | 9 | 97 | 104 | 92 | 0 | 91 | 114 | 107
Cc1ccc(-c2noc(CSc3nnc(Cc4ccccc4)n3-c3cccc(C)c3)n2)cc1 | -1 | 103 | 116 | 104 | 2 | 105 | 98 | 107
Cc1cc(C)cc(NC(=O)CC23CC4CC(C2)CC(n2nnc(C)n2)(C4)C3)c1 | 1 | 111 | 87 | 110 | 0 | 103 | 113 | 107

New compounds follow:
SMILES | VLA-4 inh | AGP1 TOR yeast | Yeast superoxide | RPL19A-GFP yeast | GRK2 aptamer HTS | LAP4-GFP MLPCN | MEP2-GFP yeast | CIT2-GFP yeast
N#CCCN(Cc1cccs1)C(=O)Nc1ccc(F)cc1 | 18 | 105 | 102 | 94 | 2 | 107 | 102 | 95
C1=C(N2CCOCC2)/C(=C/c2nc3ccccc3[nH]2)CC1 | -31 | 99 | 105 | 96 | 2 | 114 | 103 | 104
Cc1ccc(S(=O)(=O)N2CCN(C(=O)c3ccccc3-c3nc4ccccc4s3)CC2)c(C)c1 | -7 | 92 | 106 | 94 | 3 | 87 | 98 | 85
COc1ccc(C)cc1S(=O)(=O)NCC(c1ccco1)N1CCc2ccccc2C1 (stereo not drawn) | 9 | 115 | 104 | 103 | 0 | 100 | 100 | 109
COC(=O)Cn1cnc2c1c(=O)n(C)c(=O)n2C | 3 | nt | 89 | 108 | 3 | 116 | 110 | 113
COc1ccc(CCN(C)Cc2cccc3ccccc23)cc1OC | -8 | 97 | 98 | 99 | 0 | 85 | 107 | 111
C=CCn1c(=O)c2ccccc2n2c(Sc3nnnn3-c3ccccc3)nnc12 | 16 | 101 | 123 | 101 | 0 | 100 | 108 | 99
C=CCNc1nc(-c2ccccc2)c(C(=O)OCC)cc1C#N | 12 | 101 | 95 | 104 | 0 | 103 | 104 | 88
Cc1ccc(-c2cc(C(F)(F)F)n3ncc(C(=O)N4CCCCC4c4cccnc4)c3n2)cc1 (stereo not drawn) | -8 | 110 | 96 | 98 | 1 | 112 | 103 | 113
CC(C)CNC(=O)c1ccc(C2SCC(=O)N2Cc2ccccc2)cc1 (stereo not drawn) | -3 | 96 | 112 | 94 | 1 | 99 | 95 | 89
